From PubChem BioAssay
KB-3-1 tox: kills parental KB-3-1 adenocarcinoma cells; KB-3-1 viability, CellTiter-Glo ATP luminescence, 72 h; AID 1347075; 400,000 tested, 1.4% active; Potency, µM (top dose mostly 46.1 µM), inactives show at the highest dose activity change, negative = cytotoxic, actives largely listed as cytotoxic; further: on the % scale 0 is the no-effect control and ±100 the full control effect; nearly all actives have a fitted effect of over 60% in size
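Multi-concentration cytotoxicity screen in KB-3-1 cells grown in DMEM lacking phenol red with 10% FBS. After 72 h at 37 °C with compound, ATP-dependent luminescence was recorded.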
TDP43 rescue: TDP-43 toxicity inhibition in yeast; TDP-43 expressing yeast growth rescue, BacTiter-Glo, 24 h; Potency, µM (top dose mostly 46.1 µM), inactives show at the top dose growth rescue (activation), usual class: activators; 410,000 tested, 1.8% active; AID 652104; further: % of control where 0% means no effect; nearly all actives have a fitted effect of over 50% in size
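Luminescence from BacTiter-Glo reports growth of TDP-43-expressing yeast after 24 hr at 30 deg C with compound. Cells were raffinose-pregrown to mid-log, then seeded in galactose medium at OD600=0.02.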
HT1080 IDH1KD tx: toxicity to HT-1080 IDH1 knockdown cells (counter line) | HT-1080 IDH1 knockdown viability, ATP luminescence, 48 h | Potency, µM (titrated, usually from 46.1 µM), without a hit: at the top dose activity, negative = toxicity, usual class: cytotoxic | 360,000 tested, 2% active;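 further: 0% = DMSO wells and -100% = cell-free medium wells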
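Assay cells: HT-1080 with IDH1 knockdown, 750 per well, RPMI/5% FBS. Exposure: 48 h at 37 °C following 2 h pre-incubation. Read: CellTiter-Glo luminescence; fitted concentration-response, curve class assigned.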
GLP-1R agonist: activates the human GLP-1 receptor; P43220; HEK293 GLP-1R CRE-luciferase, luminescence, 4-6 h; cells express a hypersensitive GLP-1R form; Potency, µM (series often up to 45.6 µM), for the others: at the highest dose activation, hits mostly activators; 380,000 tested, 0.007% active; AID 624172; further: % of control where 0% means no effect
Target sequence (P43220 whole entry, looked up): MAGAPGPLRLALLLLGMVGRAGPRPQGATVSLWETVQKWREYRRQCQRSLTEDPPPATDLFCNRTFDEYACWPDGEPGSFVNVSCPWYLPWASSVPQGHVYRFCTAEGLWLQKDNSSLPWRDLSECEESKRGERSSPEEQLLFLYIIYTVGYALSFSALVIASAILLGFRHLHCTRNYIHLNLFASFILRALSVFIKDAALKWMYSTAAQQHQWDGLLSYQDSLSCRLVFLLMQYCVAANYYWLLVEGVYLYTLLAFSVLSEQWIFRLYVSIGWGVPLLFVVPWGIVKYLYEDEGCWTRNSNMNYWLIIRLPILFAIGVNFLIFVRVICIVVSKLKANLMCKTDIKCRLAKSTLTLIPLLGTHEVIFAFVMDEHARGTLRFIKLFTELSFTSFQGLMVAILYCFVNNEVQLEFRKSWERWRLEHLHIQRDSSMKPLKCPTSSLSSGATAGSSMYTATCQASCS
GLP1R cytotox: cytotoxic in the GLP-1 receptor inverse agonist counter-screen; HEK293 cAMP-luciferase reporter cells, luminescence, 24 h; Potency, µM (doses to about 38.3 µM), for the others: at the highest dose activity change, negative = inhibition, usual class: inhibitors; 410,000 tested, 0.13% active; AID 624418;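 further: loss of luciferase light is scored as toxicity; on the % scale 0 is the no-effect control and ±100 the full control effect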
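Seeding density was 200 cells/uL; after overnight-length (12 h) culture, 23 nL compounds went on for 24 h at 37 °C. Readout used a luciferase detection reagent, luminescence taken after 12 min at room temperature.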
SW480 rerep: DNA re-replication induction in SW480 cells. Potency, µM (top dose mostly 46.1 µM), without a hit: at the highest dose re-replication activation, usual class: activators. SW480 DNA re-replication, Hoechst DNA content imaging, 48 h. 340,000 tested, 1.8% active; further: % of control where 0% means no effect; nearly all actives have a fitted effect of over 55% in size
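Hoechst fluorescence of nuclei (405 nm excitation, 500-530 nm emission) measured by plate-scanning imager after 48 hr compound exposure at 37 C; re-replication scored as increased number of nuclei with elevated intensity.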
HT1080NT lethal: kills 2HG-producing HT-1080-NT fibrosarcoma cells; HT-1080-NT fibrosarcoma viability, CellTiter-Glo ATP luminescence, 48 h; AID 686970; Potency, µM (series often up to 46.1 µM), without a hit: at the highest dose activity, negative = less viability, hits mostly cytotoxic; 360,000 tested, 1.6% active;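 further: NT is the 2HG producing partner of a matched IDH1 knockdown line; 0% = DMSO-treated cells and -100% = media-only wells without cells; nearly all actives have a fitted effect of over 55% in size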
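Luminescent CellTiter-Glo readout after 48 hours of compound exposure at 37 degrees C defined viability of HT-1080-NT cells. Activity was normalized to DMSO wells and cell-free media wells; concentration-response curves were fitted and assigned curve classes.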
GLP-1R inv ag: inverse agonists of human GLP-1 receptor; HEK293 GLP-1R CRE-luciferase, luminescence, 24 h; GLP-1R form is constitutively active; Potency, µM (highest dose often 38.3 µM), inactives show at the highest dose activity change, negative = inhibition, actives largely listed as inhibitors; 410,000 tested, 1.6% active; AID 624417; further: on the % scale 0 is the no-effect control and ±100 the full control effect; nearly all actives have a fitted effect of over 55% in size
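Inverse agonists were sought by their lowering of basal cAMP reporter luciferase output in HEK293 cells stably carrying constitutively active human GLP-1R, after 24 h compound treatment.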
KB-V1 MDR tox: kills drug-selected multidrug resistant KB-V1 cells; KB-V1 MDR cells viability, CellTiter-Glo, 72 h; AID 1347076; Potency, µM (doses to about 46.1 µM), for inactives: at the top dose activity change, negative = cytotoxicity, hits mostly cytotoxic; 400,000 tested, 3.4% active; further: on the % scale 0 is the no-effect control and ±100 the full control effect; nearly all actives have a fitted effect of over 60% in size
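Cells of the MDR subline KB-V1 are plated, dosed with compound at multiple concentrations, and incubated 72 h at 37 degrees C; CellTiter-Glo is then added and luminescence read after 10 min.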
* hit, by the source's call; ? = inconclusive; · = no result given; & = joins results of further samples; [ ] = another dose, or the depositor's remark. The call rests on the fitted dose curve; in most records, active means well fitted curve in the direction sought with a large enough effect; inconclusive means small, poorly fitted or top-dose-only effect, or another doubt; inactive means no such curve, though single readings can be large; an effect the other way counts as inactive or inconclusive. Potency means the concentration at half of the fitted maximal effect.

SMILES	KB-3-1 tox	TDP43 rescue	HT1080 IDH1KD tx	GLP-1R agonist	GLP1R cytotox	SW480 rerep	HT1080NT lethal	GLP-1R inv ag	KB-V1 MDR tox
COC(=O)CC1(C(=O)OC)Nc2cc(Cl)c(Cl)cc2S(=O)(=O)N1O (configuration not stated)	4%	6%	8%	-2%	8%	·	-7%	1%	7%
CCc1ccc(NC(=S)Nc2ccc3[nH]c(=O)[nH]c3c2)cc1	-2%	28%	22%	13%	2%	-2%	-4%	28%	-33%
Cc1ccc(CS(=O)(=O)Cc2ccc(C(=O)NC3CCCC3)o2)cc1	-6%	11%	2%	9%	0%	-6%	-5%	-15%	-20%
COc1ccccc1C1OC(c2cccc([N+](=O)[O-])c2)=NN1C(C)=O (configuration not stated)	0%	5%	17%	3%	3%	-2%	14%	11%	6%
CCOC(=O)N1CCN(C(=O)c2ccc3c(c2)NC(=O)/C(=C\c2cccc(C)c2)S3)CC1	?	8%	1%	-1%	-1%	26%	-4%	-30%	?
COc1ccc(-n2c(=O)c3ccccc3n(CC(=O)NC3CCCCC3)c2=O)cc1	6%	6%	0%	-5%	-17%	0%	4%	0%	5%
COc1ccc(NC(=O)c2cc3cccc(OC)c3oc2=Nc2ccc(C(=O)O)cc2)cc1OC	?	0%	-9%	15%	-12%	-18%	0%	0%	-11%
COC(=O)COc1ccc(S(=O)(=O)NCc2ccncc2)cc1	-7%	16%	-1%	-1%	-18%	-2%	-2%	-14%	?
CCN(CC)CC(=O)Nc1ccc(Oc2ccc(NC(=O)CN(CC)CC)cc2)cc1	-29%	-4%	-10%	16%	0%	8%	?	?	?
O=C(COC(=O)c1ccc(N2CCCC2=O)cc1)NCc1ccco1	14%	5%	7%	2%	3%	-12%	7%	1%	6%
CCN(CC)CCNC(=O)Cn1cnc2sc(C)c(S(=O)(=O)N3CCC(C)CC3)c2c1=O	-1%&0%	-11%&5%	9%	12%	0%&2%	?	-3%	-23%&-6%	0%&19%
Cc1ccc(CC(=O)NC2CCSC2=O)cc1 (configuration not stated)	0%	4%	15%	-6%	2%	1%	1%	10%	8%
COC(=O)c1ccc(C2C(C(=O)Nc3ccc(C)cc3C)=C(C)Nc3ncnn32)cc1 (configuration not stated)	-12%	-4%	-4%	0%	12%	-8%	-2%	11%	2%
CCc1ccccc1NC(=O)c1cc(S(=O)(=O)N2CCCc3ccccc32)ccc1F	-2%	5%	·	·	-18%	·	·	?	-22%
CSC1=C(C#N)C(c2ccc(Cl)cc2)C2=C(CC(C)(C)CC2=O)N1 (configuration not stated)	?	23%	8.2µM*	-4%	-10%	21%	-29%	?	21µM*
O=[N+]([O-])c1cccc(CON=Cc2cc(Cl)ccc2O)c1	-10%	13%	-6%	-8%	0%	·	-1%	?	-9%
CCc1cccc(NS(=O)(=O)c2ccc3c(c2)NC(=O)CO3)c1	-9%	6%	-18%	-1%	-14%	?	-6%	?	9%
COCCN1C(=O)N(c2ccc(OC)cc2)C(=O)C1CC(=O)Nc1cccc(F)c1 (configuration not stated)	-5%	8%	-3%	0%	-2%	-13%	-7%	19%	3%
CCCCN(CC)C(=O)c1c[nH]c2ccc(S(=O)(=O)Nc3cccc(OC)c3)cc2c1=O	0%	12%	·	·	7%	·	·	13%	1%
NC(=O)CC[C@@H]1NC(=O)[C@@H]2CCCN2C(=O)c2cc([N+](=O)[O-])cc(I)c2NCCC[C@@H](C(N)=O)NC1=O	14%	-3%	11%	-3%	20%	-5%	0%	27%	8%
NS(=O)(=O)c1ccc(CCNC(=O)C2COc3ccccc3C2)cc1 (configuration not stated)	7%	0%	·	·	9%	·	·	4%	?
CCn1cc(C(=O)N2CCN(c3ccccc3OC)CC2)c(=O)c2cc(S(=O)(=O)N3CCCCC3)ccc21	2%	-12%	·	·	13%	·	·	4%	9%
CN(c1ccc(OCC(=O)Nc2ccc(S(N)(=O)=O)cc2)cc1)S(=O)(=O)c1ccc(F)cc1	0%	29%	-2%	-16%	9%	-6%	-4%	9%	-5%
O=C(CC12CC3CC(CC(Br)(C3)C1)C2)OCCN1CCCCC1	0%	-5%	8%	1%	0%	1%	-5%	49%[activator]	7%
C[C@@H]1CC=C[C@H]2[C@H]1C(=O)N(Cc1ccccc1)[C@H]2c1ccc(F)c(/C=C/c2ccccc2)c1	?	-11%	?	-6%	0%	1%	?	?	15%
Cc1ccc(OCCN2C(=O)C(=O)c3cc(C)ccc32)cc1	?	15%	?	8%	-21%	13µM*	-27%	-20%	?
Cc1ccc(C)c(S(=O)(=O)Nc2ccc(C(=O)NCCCN(C)C)cc2)c1	14%	21%	7%	-2%	-19%	·	0%	?	2%
COc1ccc(-c2c(-c3cc(OC)cc(OC)c3)n(C)c3ccc(-c4ccn[nH]4)cc23)cc1	?	19%	?	9%	-17%	-1%	-21%	?	?
Cc1ccc(NC(=O)C2=CN3CCS(=O)(=O)N=C3C=C2)cc1	?	3%	0%	-14%	7%	-5%	-2%	14%	24%
Cc1ccc(NC2CCCN(C(=O)c3ccccn3)C2)cc1C (configuration not stated)	5%	14%	6%	-7%	0%	-6%	2%	17%	?
Cc1cc(-c2ccccc2)oc(=O)c1NC(=O)c1ccccc1	?	13%	-12%	3%	-8%	21%	-9%	14%	?
Cc1cc(Br)cc(C=Nc2ccc(N3CCOCC3)cc2)c1O	-5%	-20%	5%	1%	1%	-2%	-2%	-6%	4%
CNC(=S)Nc1ccc(OC(F)(F)F)cc1	-4%	20%	6%	4%	0%	16%	4%	-6%	0%
Cc1[nH]cnc1CN1CCc2c(c3ccccc3n2C)C1=O	0%	2%	2%	-1%&-5%	-3%	-2%&-58%	17%	-9%	3%
CCOC(=O)C1CCCCN1Cc1cccc(Oc2ccccc2)c1 (configuration not stated)	6%	-5%	9%	-1%	-2%	4%	14%	?	0%
COc1cccc(-c2cnc3c(NC(C)=O)cc(-c4ccc(OC)c(OC)c4)cn23)c1	0%	27%	?	?	5%	·	?	14%	-22%
CCOC(=O)C1(C(=O)OCC)NC(=O)CC1C (configuration not stated)	-3%	-13%	1%	2%	16%	-4%	-6%	3%	5%
O=C(CC1C(=O)N(c2ccccc2)C(=S)N1c1ccccc1)c1ccccc1 (configuration not stated)	?	-12%	-5%	-8%	7%	?	-14%	?	-9%
COc1ccc(NC(=O)CC(NCc2ccccn2)C(=O)O)cc1 (configuration not stated)	5%	-3%	17%	0%	2%	0%	12%	2%	-19%
Cn1c(=O)c2c(nc(CN3CCOCC3)n2CCCO)n(C)c1=O	23%	-2%	12%	-5%	1%	-2%	11%	12%	-6%
Cc1ccc(S(=O)(=O)ON2C(=O)c3ccccc3C2=O)c(C)c1	-11%	-93%[inhibitor]	?	1%	5%	?	?	23%	-2%
O=C1Nc2ccc(S(=O)(=O)N3CCCC3C(=O)O)c3cccc1c23 (configuration not stated)	-1%	-5%	0%	0%	8%	0%	-7%	5%	-2%
O=C(NC1CCCCC1)Oc1cccc2ccccc12	1%	6%	-7%	15%	-4%	?	-25%	-11%	8%
O=C(CSc1ccc(Cl)cc1)N/N=C/c1cccnc1	1%	10%	12%	4%	22%	-10%	20%	3%	?
CCc1nnc(NC(=O)CCC(=O)NCc2ccc(OC)cc2)s1	1%	5%	10%	-2%	3%	-22%	0%	19%	12%
COc1ccc(C)cc1NC(=O)CN1C(=O)COc2ccc(S(=O)(=O)N3CCC(C)CC3)cc21	-3%	-7%&5%	-1%	2%	-12%&-6%	-7%	0%	4%&-9%	12%
COc1ccc(S(=O)(=O)N(CC(=O)NCc2ccco2)c2ccc(F)cc2)cc1	-5%	17%	-6%	1%	15%	-6%	2%	?	-29%
COC(C(=O)Nc1ccc(Br)cc1F)c1ccccc1 (configuration not stated)	0%	-10%	-4%	-3%	7%	10%	-8%	?	-16%
Cc1ccc(NC(=O)NC2CCCN2S(=O)(=O)c2ccc(Cl)cc2)cc1 (configuration not stated)	4%	-6%	-3%	-1%	-25%	4%	8%	0%	?
O=C1CSCN1c1cc(Cl)ccc1Cl	5%	0%	15%	5%	-7%	-8%	4%	13%	25%
NC(=NC(=O)c1ccccc1)N1CCN(C(c2ccccc2)c2ccccc2)CC1	-12%	-19%	13%	4%	0%	-2%	21%	?	?
Cn1c(CN2CCN(C(=O)c3ccccc3Cl)CC2)nc2cc([N+](=O)[O-])ccc21	1%	-8%	11%	4%	-26%	0%	22%	8%	1%
Cc1c(CC(=O)O)c(=O)oc2c(C)c(OCc3nn[nH]n3)ccc12	1%	-26%	11%	0%	-10%	-1%	3%	8%	20%

Two entries from above, set out differently.
Each structure is followed by: KB-3-1 tox	TDP43 rescue	HT1080 IDH1KD tx	GLP-1R agonist	GLP1R cytotox	SW480 rerep	HT1080NT lethal	GLP-1R inv ag	KB-V1 MDR tox
- COc1ccc(C)cc1NC(=O)CN1C(=O)COc2ccc(S(=O)(=O)N3CCC(C)CC3)cc21
  -3%	-7%&5%	-1%	2%	-12%&-6%	-7%	0%	4%&-9%	12%
- COc1ccc(S(=O)(=O)N(CC(=O)NCc2ccco2)c2ccc(F)cc2)cc1
  -5%	17%	-6%	1%	15%	-6%	2%	?	-29%
